# Screening data as filed in PubChem.
# TDP1 block – qHTS Assay for Inhibitors of Tyrosyl-DNA Phosphodiesterase (TDP1) | AID 485290, 2010 | 350,000 tested, 0.28% active | recombinant TDP1, AlphaScreen DNA substrate cleavage | Potency, µM (doses to about 130 µM), without a hit: top-dose activity change, negative = inhibition, hits mostly inhibitors | Tyrosyl-DNA phosphodiesterase 1 (Homo sapiens), Q9NUW8; further: nearly all actives have a fitted effect of over 40% in size
# Target sequence (Q9NUW8 whole entry, looked up): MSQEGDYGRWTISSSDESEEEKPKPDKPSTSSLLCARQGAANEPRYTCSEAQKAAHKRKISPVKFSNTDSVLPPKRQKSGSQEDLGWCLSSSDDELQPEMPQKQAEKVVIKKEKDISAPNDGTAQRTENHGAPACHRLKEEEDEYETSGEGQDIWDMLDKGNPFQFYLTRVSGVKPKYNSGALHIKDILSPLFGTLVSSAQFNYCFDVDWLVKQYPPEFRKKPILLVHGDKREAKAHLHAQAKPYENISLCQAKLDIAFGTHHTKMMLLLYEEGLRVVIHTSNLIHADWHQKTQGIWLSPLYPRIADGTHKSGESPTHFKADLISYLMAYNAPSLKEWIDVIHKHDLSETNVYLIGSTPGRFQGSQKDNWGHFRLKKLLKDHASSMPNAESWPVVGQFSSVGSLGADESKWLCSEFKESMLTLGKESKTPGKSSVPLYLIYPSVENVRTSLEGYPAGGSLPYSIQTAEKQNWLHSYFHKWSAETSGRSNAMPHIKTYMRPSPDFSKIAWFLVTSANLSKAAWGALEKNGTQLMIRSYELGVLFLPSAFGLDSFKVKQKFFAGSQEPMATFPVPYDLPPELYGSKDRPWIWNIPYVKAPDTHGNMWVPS
#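 Recombinant human Tdp1 (E. coli-expressed, 1 nM final) preincubated with compounds 15 min at room temperature, then 5'-biotin/3'-phosphotyrosine-FITC DNA substrate (15 nM final) added for 5 min. AlphaScreen beads (10 ug/ml final) added 10 min; cleavage lowers signal.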
# TDP1 cell noCPT – qHTS for Inhibitors of human tyrosyl-DNA phosphodiesterase 1 (TDP1): qHTS in cells in absence of CPT | DT40 Tdp1-/- hTDP1 cells, no CPT, ATP luminescence, 48 h | Potency, µM (top dose mostly 46.2 µM), inactives show at the highest dose activity change, negative = growth inhibition, hits mostly inhibitors | 420,000 tested, 15% active | AID 686978, 2013; further: nearly all actives have a fitted effect of over 55% in size
#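 No-CPT arm: Tdp1-/-;hTDP1 DT40 cells (400/well) plus compounds, incubated ≥48 hr at 37 °C. Readout CellTiter-Glo luminescence.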
# N370S GC – qHTS Assay for Inhibitors and Activators of N370S glucocerebrosidase as a Potential Chaperone Treatment of Gaucher Disease; N370S GC spleen homogenate, 4MU-glucoside fluorescence; Potency, µM (top dose mostly 59.4 µM), without a hit: at the highest dose activity change, negative = inhibition, usual class: inhibitors; 330,000 tested, 0.092% active;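 further: 0% = full enzyme activity and -100% = no enzyme basal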
# Starred values were filed as active, the others as inactive; ? = inconclusive; nt = no result given; [ ] = remark or other dose. The call rests on the fitted dose curve; in most records, active means well fitted curve in the direction sought with a large enough effect; inconclusive means small, poorly fitted or top-dose-only effect, or another doubt; inactive means no such curve, though single readings can be large; an effect the other way counts as inactive or inconclusive. Unless noted, on the % scale 0 is the no-effect control and ±100 the full control effect; potency means the concentration at half of the fitted maximal effect.
SMILES,TDP1 block,TDP1 cell noCPT,N370S GC
CCn1nc(NS(=O)(=O)c2ccccc2)c2cc3ccc(C)cc3nc21,6%,-6%,-6%
O=C(C1Cc2ccccc2CN1S(=O)(=O)c1cccs1)N1CCCCCC1 (stereo not given),0%,?,7%
Cc1onc(-c2c(F)cccc2Cl)c1C(=O)OCC(=O)NC(N)=O,7%,?,4%
Cc1cc(C(=O)N2CCC(C(F)(F)F)n3nccc32)on1 (stereo not given),8%,0%,-2%
CCOC(=O)c1ccc(NC(=O)CN2C(=O)CNC2=O)cc1,1%,-8%,26%
Cc1cc(NCc2ccc(Cl)cc2)n2cnnc2n1,2%,8.2µM*,nt
CSc1ccc(Cl)c(C(=O)OCC(=O)NC2CC2)c1,2%,7%,nt
CCc1sc(-c2ccccc2)nc1C(=O)OC,2%,-11%,5%
CCC1(CC)Cc2ccccc2-c2nc(NCCCO)[nH]c(=O)c21,2%,7%,?
C=CCc1c(C)nc(SC)nc1Nc1ccc(C(=O)O)cc1,2%,-12%,7%
CCOC(=O)N1CCCN(/[N+]([O-])=N/Oc2ccc([N+](=O)[O-])cc2[N+](=O)[O-])CC1,10%,nt,-5%
Cc1cc(C)cc(NC(=O)C2CCN(S(=O)(=O)c3ccc4[nH]c(=O)ccc4c3)CC2)c1,nt,1%,-13%
CC1CCC/C(=C\Nc2ccc3c(c2)OCO3)C1=O (stereo not given),6%,-14%,-4%
CC1Cc2ccccc2N1C(=O)CN1C(=O)NC2(CCCCC2)C1=O (stereo not given),2%,?,nt
Cn1c(NCc2ccco2)nc2c1c(=O)n(Cc1ccc(Cl)cc1)c(=O)n2C,-9%,18µM*,0%
CCOc1cc(C(=O)NC(=S)Nc2ccc(Cl)c(C(=O)O)c2)cc(OCC)c1OCC,-5%,-5%,9%
COc1ccc2nc(NCCNC(=S)NCCCN3CCOCC3)c(C#N)cc2c1,4%,?,-5%
O=C(O)c1ccc2c3n(nc2c1)-c1ccc(Cl)cc1CO3,nt,-9%,4%
CCCCN(CCCC)C(=O)CN(C)S(=O)(=O)c1ccc2c(c1)c(=O)n(C)c(=O)n2C,8%,?,nt
CCOC(=O)C1C(=O)NC(N2CCN(c3ccccc3)CC2)=NC1c1ccco1 (stereo not given),0%,-20%,1%
CS(=O)(=O)C1=NSC2=NC(=O)/C(=C\c3ccc(OS(=O)(=O)c4ccccc4)cc3)C(=N)N21,0%,-24%,-19%
Oc1ccccc1N1CCN(c2ccc3ccccc3n2)CC1,4%[0.0935 µM],-28%,3%
NS(=O)(=O)c1c(Sc2ccccc2C(=O)O)ccc2ccccc12,nt,-4%,2%
O=C(Cc1ccc(Br)cc1)Nc1ncc([N+](=O)[O-])s1,-6%,13µM*,-17%
CN(C(=O)COC(=O)/C=C/c1cccs1)c1c(N)n(Cc2ccccc2)c(=O)[nH]c1=O,-1%,-9%,0%

# The listing continues.
SMILES,TDP1 block,TDP1 cell noCPT,N370S GC
O=C(COc1ccc2ccccc2c1)N1CCN(C(=O)c2ccco2)CC1,2%,-9%,7%
CNc1ccccc1C(C)(C)c1cc(-c2cc(C)cc(C)c2)no1,5%,?,3%
CCOC(=O)Cc1csc(SCC(=O)NC2CCC(C)CC2)n1 (stereo not given),2%,-3%,-7%
CC(=O)c1ccc(O[C@@H]2O[C@H](CO)[C@@H](O)[C@H](O)[C@H]2O)cc1,1%,-3%,nt
CC(C)c1ccc(NC(=S)NN2CCOCC2)cc1,-4%,-35%,7%
COc1ccc(-c2c(-c3ccccc3)c(C(=O)C(=O)NCCCN(C)C)n3ccc4cc(OC)c(OC)cc4c23)cc1OC,nt,18µM*,?
O=C(COC(=O)CNS(=O)(=O)c1ccccc1)Nc1ncc(Cl)cc1Cl,-7%,6.5µM*,nt
COc1ccc(C(=O)N2CCC[C@@]3(CCN(C(=O)Nc4cccc(F)c4)C3)C2)cc1,nt,-14%,7%
Cn1cccc1CC(=O)NNC(=O)Nc1ccccc1F,3%,3%,nt
CCC(C)C(NC(=O)C1CCC(C)CC1)C(=O)NCCc1ccc(S(N)(=O)=O)cc1 (stereo not given),nt,-19%,-5%
CC(=O)C1=C(C)NC(=O)NC1c1cccc(O)c1 (stereo not given),4%,-5%,1%
CN(C)c1ccc(NS(=O)(=O)c2cc3c4c(c2)CC(=O)N4CCC3)cc1,10%,?,-10%
O=C1c2nc3ccccn3c2C(=O)N1Cc1ccccc1,0%,-20%,-4%
CCOC(=O)c1cc2c(ccn2C)n1CC(=O)N1CCN(c2cccc(C(F)(F)F)c2)CC1,5%,16µM*,-10%
CC1=Nc2ncnn2C(c2ccccc2)/C1=N\O (stereo not given),2%,-1%,-1%
CCc1ccc(-n2nc3ccc(NC(=O)c4ccc5c(c4)OCO5)cc3n2)cc1,0%,?,4%
CCC(=O)N1CCc2cc(S(=O)(=O)CCC(=O)Nc3ccc(OC(F)(F)F)cc3)ccc21,-5%,23µM*,nt
Cc1ccc(Cn2cnc3ccccc32)cc1C,3%,16µM*,21%
CCS(=O)(=O)c1ncc(Cl)c(C(=O)N2CCN(c3cccc(Cl)c3)CC2)n1,4%,0.21µM*,nt
COCCN(C(=O)c1ccc(OCC(C)C)cc1)c1c(N)n(Cc2ccccc2)c(=O)[nH]c1=O,-8%,-18%,-22%
O=S(=O)(c1ccc(-n2cnnn2)cc1)N1CCC(N2CCCCC2)CC1,0%,15%,-4%
CCCC(=O)NNC(=O)CCC(=O)NCc1ccccc1,4%,-17%,14%
CC(NC(=O)c1cc2sccc2n1C)c1ccc2c(c1)OCCO2 (stereo not given),-8%,?,2%
CCCC1Oc2ccccc2C(=O)N(CC(=O)c2ccc3c(c2)OCCO3)C1=O (stereo not given),0%,5%,2%
COc1ccc2cc3c(N)nn(C(=O)Cc4ccc(Cl)cc4)c3nc2c1,4%,-10%,2%

# Next section
SMILES,TDP1 block,TDP1 cell noCPT,N370S GC
Cc1oc(-c2ccccc2F)nc1CS(=O)(=O)CC(=O)NCCCN(C)C1CCCCC1,8%,-9%,6%
Cc1ccc2occ(CC(=O)Nc3c(C)cccc3C)c2c1,0%,-21%,nt
CCOc1ccc(NC(=O)CSc2nc3c(oc4ccccc43)c(=O)n2CCOC)cc1,-1%,-13%,nt
CC(=O)Nc1cccc(NC(=O)c2ccc([N+](=O)[O-])cc2Cl)c1,0%,?,2%
COc1cc(C2CC(=O)Nc3cc(C)c(C)cc32)cc(OC)c1OC (stereo not given),5%,12µM*,4%
Cc1nn(-c2ccc3ccccc3c2)c(=O)c2ccccc12,0%,16µM*,8%
COc1cccc(/C=C/C(=O)Nc2ccc3nc(N4CCN(C)CC4)cc(C)c3c2)c1OC,12%,5.2µM*,nt
O=C(CN1CCCCC1)Nc1ccccc1-c1ccccc1,-5%,?,-6%
Cc1ccc(C(=O)NC(=S)NCC2CCCO2)cc1[N+](=O)[O-] (stereo not given),0%,?,4%
COc1cc(CNCCN2CCOCC2)ccc1OCc1ccc(Cl)cc1,6%,?,-12%
COC(=O)CC1Oc2ccccc2-n2cc(-c3ccc(C)cc3)nc21 (stereo not given),6%,3.3µM*,nt
O=C(Nc1cccc(Cl)c1N1CCCC1)c1ccco1,nt,?,27%
COc1cc2c(cc1OC)C(/C=C/c1ccco1)=NCC2,nt,13µM*,-3%
Nc1nc(COc2ccccc2)cs1,1%,4%,1%
Cc1cccc(C)c1Nc1c(-c2cccs2)nc2ncccn12,-4%[12.3 µM],?,nt
O=C(O)CSC1CC(=O)N(c2ccc(Cl)cc2)C1=O (stereo not given),2%,2%,6%
CN(C)c1nnnn1-c1ccc(Oc2ncc(C(F)(F)F)cc2Cl)cc1,5%,?,-17%
COC(=O)c1nc(NC2=NCCCCC2)n[nH]1,1%,-6%,5%[2.35 µM]
CCc1ccccc1NC(=O)CSc1nnc(C2CC2)n1CC1CCCO1 (stereo not given),10%,?,-21%
CC1CCN(S(=O)(=O)c2cccc(C(=O)NNC(=O)c3ccco3)c2)CC1,6%,-13%,2%
CCOC(=O)c1cccc(NC(=O)c2cnc3sc(N4CCOCC4)nn3c2=O)c1,5%,?,nt
O=C(Nc1ccc(F)cc1)Nc1ccc(S(=O)(=O)N2CCCC2)cc1,1%,?,nt
Clc1nc(Cl)nc(N(c2ccccc2)c2ccccc2)n1,nt,2%,9%
CCOc1ccc(C2CC(=O)c3c([nH]c(C(=O)OCCOc4ccccc4)c3C)C2)cc1 (stereo not given),-4%[12.3 µM],15µM*,nt
COc1ccccc1N1CCN(c2ncnc3c2cnn3C)CC1,0%,18µM*,nt

# An excerpt taken from the entries so far, for reference:
SMILES,TDP1 block,TDP1 cell noCPT,N370S GC
Cc1ccc2occ(CC(=O)Nc3c(C)cccc3C)c2c1,0%,-21%,nt
CCOc1ccc(NC(=O)CSc2nc3c(oc4ccccc43)c(=O)n2CCOC)cc1,-1%,-13%,nt
CC(=O)Nc1cccc(NC(=O)c2ccc([N+](=O)[O-])cc2Cl)c1,0%,?,2%
COc1cc(C2CC(=O)Nc3cc(C)c(C)cc32)cc(OC)c1OC (stereo not given),5%,12µM*,4%
Cc1nn(-c2ccc3ccccc3c2)c(=O)c2ccccc12,0%,16µM*,8%
COc1cccc(/C=C/C(=O)Nc2ccc3nc(N4CCN(C)CC4)cc(C)c3c2)c1OC,12%,5.2µM*,nt
O=C(CN1CCCCC1)Nc1ccccc1-c1ccccc1,-5%,?,-6%
Cc1ccc(C(=O)NC(=S)NCC2CCCO2)cc1[N+](=O)[O-] (stereo not given),0%,?,4%
COc1cc(CNCCN2CCOCC2)ccc1OCc1ccc(Cl)cc1,6%,?,-12%
COC(=O)CC1Oc2ccccc2-n2cc(-c3ccc(C)cc3)nc21 (stereo not given),6%,3.3µM*,nt
O=C(Nc1cccc(Cl)c1N1CCCC1)c1ccco1,nt,?,27%
COc1cc2c(cc1OC)C(/C=C/c1ccco1)=NCC2,nt,13µM*,-3%
Nc1nc(COc2ccccc2)cs1,1%,4%,1%
Cc1cccc(C)c1Nc1c(-c2cccs2)nc2ncccn12,-4%[12.3 µM],?,nt
O=C(O)CSC1CC(=O)N(c2ccc(Cl)cc2)C1=O (stereo not given),2%,2%,6%

# New compounds follow
SMILES,TDP1 block,TDP1 cell noCPT,N370S GC
O=c1c2ccc([N+](=O)[O-])cc2ncn1CCOc1ccc(Cl)cc1,11%,15µM*,11%
CCCCCC(=O)N1CCN(CCN=CC2=C(O)CC(c3ccco3)CC2=O)CC1 (stereo not given),5%,-16%,5%
O=C(CSc1cccc[n+]1[O-])NCC1CCCCC1,0%,10%,15%
CC(C)COP(=O)(c1ccc(N(C)C)cc1)C(O)c1ccccc1 (stereo not given),nt,?,-7%
O=C(c1ccc2c(=O)n(-c3ccccc3)c(=O)[nH]c2c1)N1CCN(c2ccc(F)cc2)CC1,4%,-23%,-19%
COc1ccc(CCNC(=O)C2CC(c3ccccc3F)=NO2)cc1 (stereo not given),1%,-18%,-1%
COc1ccc(N(C(=O)c2ccco2)S(=O)(=O)c2cc(OC)ccc2OC)cc1,9%,-35%,8%
CCOC(=O)c1sc(NC(=O)c2cncc(Br)c2)nc1C,2%,nt,-1%
CCCN(CC(=O)Nc1ccc(F)c(F)c1F)CC(=O)Nc1c(Cl)cccc1Cl,3%,4.1µM*,-2%
CCCC(=O)Nc1ccc2c(c1)nc(CN1CCN(C(=O)OCC)CC1)n2C(C)C,2%,0.065µM*,nt
CCC(=O)Nc1ccc(N2CCCCC2)c(C(=O)Nc2ccc(OC)cc2)c1,2%,?,12%
COc1ccccc1Nc1c2ccccc2nc2ccccc12,nt,16µM*,-9%
COc1ccc2nc(NC(=O)[C@@H]3CCCN3C(=O)c3cccs3)sc2c1,4%,?,7%
C=CCC(C)(O)c1ccco1 (stereo not given),6%,nt,-11%
COCc1cc(CNC(=O)C2CCC(=O)N(Cc3ccccc3F)C2)[nH]n1 (stereo not given),0%,4%,2%
O=c1oc(-c2ccccc2)nc2c1C1(CCCCC1)Cc1ccccc1-2,-2%,-13%,nt
O=C(COc1ccccc1-c1ccccc1)NCCN1C(=O)S/C(=C\c2cccnc2)C1=O,-3%,16µM*,4%
COc1ccc(CCNC(=O)c2c(O)c3c([nH]c2=O)CCCC3)cc1,-2%,-14%,22%
Cc1cc(C(=O)N/N=C/c2c[nH]c3ccccc23)cs1,3%,-9%,10%

# Only part of the results is shown; count on the stated rates, not on these rows.
